CYP2C9 inh: inhibitors of human CYP2C9. CYP2C9 Supersomes, luciferin-H conversion, luminescence. inhibition, % at 5 µM. hit rate 20% among 96,000. P11712;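 active means blocking of liver enzyme CYP2C9 beyond about 50% at 5 µM, limit read from the data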; further: values of inactives mirror those of a sister screen read the other way
PLAP activator: human PLAP activation; hit rate 1.2% among 96,000; activation fold at 20 µM; AID 696; P05187; purified PLAP enzyme, luminescent substrate read-out; hits give high values; in the data active means activation fold above about 2
Target sequence (P05187 whole entry, looked up): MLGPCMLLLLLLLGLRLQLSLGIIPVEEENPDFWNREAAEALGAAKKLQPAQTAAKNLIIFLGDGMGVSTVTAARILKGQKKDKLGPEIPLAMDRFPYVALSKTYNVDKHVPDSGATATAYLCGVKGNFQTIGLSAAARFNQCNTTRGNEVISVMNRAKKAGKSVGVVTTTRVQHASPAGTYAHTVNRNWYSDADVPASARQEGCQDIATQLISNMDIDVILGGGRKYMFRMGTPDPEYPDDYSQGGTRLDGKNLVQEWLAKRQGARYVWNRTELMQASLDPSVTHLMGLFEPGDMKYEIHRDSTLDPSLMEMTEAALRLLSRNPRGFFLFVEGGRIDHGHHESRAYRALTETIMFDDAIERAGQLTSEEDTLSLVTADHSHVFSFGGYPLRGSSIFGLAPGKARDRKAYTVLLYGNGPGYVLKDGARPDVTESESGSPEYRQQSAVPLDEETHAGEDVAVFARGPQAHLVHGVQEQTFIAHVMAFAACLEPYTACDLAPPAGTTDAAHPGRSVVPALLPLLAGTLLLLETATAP
CYP2C19 inh: blocks human cytochrome P450 2C19 | hit rate 21% among 96,000 | inhibition, % at 5 µM | CYP2C19 Supersomes, luciferin-H EGE luminescence, 30 min | P33261 | AID 778;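 active means CYP2C19 inhibition above a set limit at 5 µM in the primary screen, cut at about 50% in these data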;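 further: plate controls were negative control wells for no effect and 2.5 mM tranylcypromine positive control for full effect; values of inactives mirror those of a sister screen read the other way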
EphB4 ephrin blk: antagonists of human EphB4-ephrin-B2 interaction. hit rate 0.15% among 97,000. inhibition, % at 7 µM. P54760. EphB4 LBD / TNYL-RAW-Alexa532 peptide, fluorescence polarization;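 active means inhibition above the screen-wide mean inhibition plus 3 SD, cut at about 15% in these data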;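 further: 0% = DMSO wells and 100% = excess unlabeled TNYL-RAW peptide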
HIV Rev-RRE inh: disrupts HIV-1 Rev binding to RRE RNA; P05866; Rev peptide-RRE RNA binding, FRET; inhibition, % at 8 µM; hit rate 0.79% among 97,000; AID 704;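 active means inhibition above the screen-wide mean plus 3 SD, cut at about 35% in these data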;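 further: 0% = median DMSO wells and 100% = median Neomycin B control wells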
Target sequence (P05866 whole entry, looked up): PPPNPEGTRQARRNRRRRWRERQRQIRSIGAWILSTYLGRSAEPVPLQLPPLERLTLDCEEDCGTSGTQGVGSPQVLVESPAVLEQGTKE
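Test system: Cy5-tagged RRE RNA duplex with fluorescein-tagged Rev peptide; Probe or stimulus: labelled Rev peptide; Schedule: 5 min preincubation and 15 min binding, 25 °C; Signal: FRET fluorescence readout; Evaluation: % inhibition from 671/540 nm acceptor-to-donor ratio, scaled between controls; Control set: DMSO and neomycin B.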
Plk1 PBD FP: inhibitors of human Plk1 polo box domain binding; Plk1 PBD phosphopeptide binding, fluorescence polarization; inhibition, %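 (tested at about 20 µM)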; hit rate 0.13% among 97,000; AID 693; in the data active means inhibition above about 34%, passing the limit was not always enough
CYP2C9 act: CYP2C9 (human) activation. P11712. recombinant CYP2C9, luciferin-H conversion, luminescence; hits give high values; factor 1 = untreated enzyme, 0 = blocked. activation factor at 5 µM. hit rate 1.4% among 96,000;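 active means activation factor of 2 or more for CYP2C9 at a 5 µM dose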;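 further: 0 = sulfaphenazole-blocked wells and 1 = vehicle-only wells; values of inactives mirror those of a sister screen read the other way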
CYP2C19 activ: increases human CYP2C19 enzyme activity; activation factor at 5 µM; 96,000 tested, under 10 active; recombinant CYP2C19, luciferin-H EGE luminescence; hits give high values; 0 = fully inhibited enzyme, 1 = untreated enzyme;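 active means activation factor of at least 2 at 5 µM in the primary screen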;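 further: 0 = wells with 2.5 mM tranylcypromine and 1 = vehicle-only wells; values of inactives mirror those of a sister screen read the other way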
PLK1 inh: inhibitors of human PLK1 kinase; P53350; recombinant PLK1 kinase, TR-FRET peptide phosphorylation; inhibition, % at 10 µM; hit rate 0.53% among 97,000;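 active means inhibition of 50% or more in the single-concentration screen; inactive means inhibition below 50%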;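 further: 0% = DMSO max control and 100% = H-89 dihydrochloride min control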
* marks the source's active call; other numbers are inactive results; / = no result given. Random draw from the library, and some 29% of all compounds hit somewhere here.

SMILES	CYP2C9 inh	PLAP activator	CYP2C19 inh	EphB4 ephrin blk	HIV Rev-RRE inh	Plk1 PBD FP	CYP2C9 act	CYP2C19 activ	PLK1 inh
CC(=O)Nc1ccc(-c2nnc(SCC(=O)n3c4c(c5ccccc53)CCCC4)n2C)cc1	46	1.3	34	1	3	-17	0.5	0.7	-6
CC(C)C(=O)N1CCN(c2nc(-c3ccccc3)c3c(c2C#N)CC(C)(C)OC3)CC1	97*	1.6	95*	-2	6	-11	0	0	-13
COC(=O)c1ccc(NC(=O)CSC2=Nc3ccccc3C3CC=NN23)cc1 (stereo unspecified)	69*	1.6	68*	4	10	-33	0.3	0.3	-2
CCOC(=O)c1[nH]c2ccc(OCC)cc2c1NC(=O)CN1CCC2(CC1)OCCO2	2	1.5	35	-2	9	-6	1	0.6	-7
CC(=O)OC1COC(N2CCc3cc(Br)c([N+](=O)[O-])cc32)C(OC(C)=O)C1OC(C)=O (stereo unspecified)	94*	1.6	88*	-5	5	-19	0.1	0.1	-9
C=CCOc1c2ccc(C(=O)NCc3ccc(C)cc3)cc2nn1C	-5	1.1	13	-8	-1	-4	1.1	0.9	-6
CC1(c2ccccc2)CC2CC(c3ccccc3)N1O2 (stereo unspecified)	54*	1	92*	9	3	-8	0.5	0.1	-1
CCC1CCC(C(=O)NC(C(=O)Nc2ccc3c(c2)OCCO3)C(C)C)CC1 (stereo unspecified)	31	0.6	29	-8	9	23	0.7	0.7	-18
C=CCn1c(SCC(=O)/C(C#N)=C(\C)N)nc2sc(C)c(C)c2c1=O	38	1	7	10	15	-15	0.6	0.9	-12
C/C=C/c1ccc(OCCCNC)c(OC)c1	12	1.7	9	-4	9	-29	0.9	0.9	1
Cn1cc(CNC(=O)COc2ccc(Cl)cc2Cl)cn1	2	1.1	89*	-2	11	-7	1	0.1	-25
CCc1c(C)nc(Nc2nc(C)c3ccc(OC)cc3n2)[nH]c1=O	2	/	5	2	1	-14	1	0.9	-4
O=C(NCc1ccco1)c1sc2cc(Cl)ccc2c1Cl	/	/	/	3	5	4	/	/	47
CC(C)CC(=O)c1c[nH]c(C(=O)NCCc2ccccn2)c1	-4	1.1	-6	2	-1	-4	1	1.1	-13
C1CCCC(N2CCNCC2)CC1	/	/	/	-3	3	10	/	/	-11
CCOc1ccccc1NC(=O)NC1CC2CCCC(C1)N2Cc1nnnn1CCc1ccccc1 (stereo unspecified)	61*	1.4	78*	/	/	/	0.4	0.2	/
COc1cccc(-c2c(NC(=O)c3ccco3)n(-c3ccc(C)cc3)nc(C)c2=O)c1	14	1	14	5	5	-31	0.9	0.9	-10
CCCCP(=O)(CCCC)c1ccccc1C(=O)O	-11	1.1	-20	/	/	/	1.1	1.2	/
O=C(CCNc1cccc(Cl)c1)c1cccs1	13	1.2	36	-14	-1	1	0.9	0.6	-3
COc1ccccc1-c1coc2c(CN3CCN(C)CC3)c(O)ccc2c1=O	-4	0.9	-3	-2	5	1	1	1	-12
COC(=O)c1ccccc1S(=O)(=O)NC(=O)c1ccccc1	/	/	/	-1	1	-5	/	/	-5
COCCNC(=O)C(c1ccco1)N(C(=O)Cn1nnc2ccccc21)c1cc(C)ccc1C (stereo unspecified)	12	1.5	36	-2	-2	-3	0.9	0.6	-14
Cc1ccc(S(=O)(=O)N(C)CCCC(=O)n2nc(C)cc2C)cc1	-89	1	89*	5	3	-21	1.9	0.1	3
CC1CCCC2(C1)NC(=S)N(c1ccccc1)N2 (stereo unspecified)	21	1	42	9	7	-6	0.8	0.6	-10
O=C(CSc1nc(-c2ccco2)cc(C(F)(F)F)n1)Nc1ccccc1C(F)(F)F	/	/	/	-8	15	8	/	/	-2

New compounds follow.
SMILES	CYP2C9 inh	PLAP activator	CYP2C19 inh	EphB4 ephrin blk	HIV Rev-RRE inh	Plk1 PBD FP	CYP2C9 act	CYP2C19 activ	PLK1 inh
CCn1c(=O)cc(SCC(=O)N2CCN(C(=O)c3ccco3)CC2)c2ccccc21	5	1.1	9	6	6	-9	1	0.9	-9
Cc1ccc(Cn2ccc(NC(=O)c3cc(-c4ccc(Cl)cc4)on3)n2)cc1	22	0.9	5	2	3	-19	0.8	1	-5
Cc1c(NC(=O)/C=C/c2cccs2)c(=O)n(-c2ccccc2)n1C	-3	0.9	20	-15	1	-3	1	0.8	-5
CC(C)C1O/C(=N/C(=O)Nc2ccc(Cl)c(Cl)c2)NC1=O (stereo unspecified)	7	1	7	0	16	6	0.9	0.9	-5
Cc1ccc(OCC(O)CN2C(=O)NC(C)(C)C2=O)cc1 (stereo unspecified)	/	/	/	-3	4	4	/	/	-6
COc1ccc(N=C(C)C2=C(O)COC2=O)cc1	4	0.9	7	1	10	12	1	0.9	-15
Cc1c(/C=N/NC(=O)C(C)(C)Oc2ccc(Cl)cc2)cnn1C	-4	1	43	1	5	16	1	0.6	-11
O=C(COC(=O)c1cn(-c2ccccc2)nc1-c1ccccc1)c1cccc([N+](=O)[O-])c1	42	1.1	15	-1	8	-5	0.6	0.8	-4
Cc1c(C(=O)N2CCc3ccccc32)oc2c1C(=O)CC(C)(C)C2	23	0.9	11	-1	-1	-1	0.8	0.9	-12
CCCC/C(O)=C1\C(=O)CC(C)(C)CC1=Nc1ccccc1OC	90*	1.6	93*	-1	5	-26	0.1	0.1	-7
COCCNc1cc(C)nc2c(-c3ccccc3OC)c(C)nn12	2	1.2	-16	0	4	-4	1	1.2	-10
CC(C)(C)c1nc2c(C#N)c(-c3ccc(Cl)cc3)ccn2n1	84*	1.7	67*	-4	12	4	0.2	0.3	-2
Cc1ccc(Nc2nc3c(c(=O)[nH]c(=O)n3C)n2Cc2ccc(F)cc2)cc1	/	/	/	-9	16	2	/	/	-13
CCOC(=O)N1CCN(C(=O)CCSc2ccc(C)cc2)CC1	/	/	/	0	6	5	/	/	-4
COc1ccc(-c2n[nH]c(C(F)(F)F)c2-c2cc3ccccc3o2)c(O)c1	90*	2*	20	2	15	-3	0.1	0.8	-4
CCc1cc(Br)ccc1N1C(=O)C2CC=CCC2C1=O (stereo unspecified)	/	/	/	8	1	-14	/	/	-8
COc1ccc(N(C(=O)Cc2cccs2)C(C(=O)NC2CCCCC2)c2cccn2C)cc1OC (stereo unspecified)	/	/	/	11	4	19	/	/	-12
COc1ccc(S(=O)(=O)NCC2CCC(C(=O)N3CCC4(CC3)OCCO4)CC2)cc1 (stereo unspecified)	/	/	/	5	5	3	/	/	-6
O=S(=O)(Cc1ccccc1)/C1=C(\N2CCOCC2)CCCCCC1	19	1.1	40	-8	-1	-8	0.8	0.6	-9
COc1ccc(/C=C(/C#N)C(=O)NC2CCCCC2)cc1Br	-75	1	-5	6	-2	-1	1.8	1	-8
O=C(NCc1ccccn1)c1ccc(N2CCCC2=O)cc1	-12	1.2	-19	-2	10	-1	1.1	1.2	0
COC(=O)c1ccc(C(=O)OC)c(NC(=O)COC(=O)C23CC4CC(CC(O)(C4)C2)C3)c1	58*	1.5	13	-3	10	-32	0.4	0.9	-7
Cc1ccc2c(c1)NC(=O)C(CC(=O)NCCCN1CCCCC1C)O2 (stereo unspecified)	-12	1.2	-22	4	7	-43	1.1	1.2	3
CCOc1ccccc1Nc1nc(N)nc(CSc2nccc(C)n2)n1	-60	1.1	4	2	0	3	1.6	1	-1
COCCNC(=O)C(c1ccc(Cl)cc1)N(C(=O)CCC(=O)Nc1ccccn1)C1CCCC1 (stereo unspecified)	-1	1.4	-5	/	/	/	1	1.1	/

Single values from the entries so far.
CYP2C9 act result of `Cc1c(C(=O)N2CCc3ccccc32)oc2c1C(=O)CC(C)(C)C2` → 0.8
PLAP activator result of `CCn1c(=O)cc(SCC(=O)N2CCN(C(=O)c3ccco3)CC2)c2ccccc21` → 1.1

Back to the main list, repeating the 2 entries before the break.
SMILES	CYP2C9 inh	PLAP activator	CYP2C19 inh	EphB4 ephrin blk	HIV Rev-RRE inh	Plk1 PBD FP	CYP2C9 act	CYP2C19 activ	PLK1 inh
CCOc1ccccc1Nc1nc(N)nc(CSc2nccc(C)n2)n1	-60	1.1	4	2	0	3	1.6	1	-1
COCCNC(=O)C(c1ccc(Cl)cc1)N(C(=O)CCC(=O)Nc1ccccn1)C1CCCC1 (stereo unspecified)	-1	1.4	-5	/	/	/	1	1.1	/
COc1ccc(NC(=O)CN(C)C(=O)c2ccc(C)s2)cc1	1	1.1	0	-4	4	36	1	1	-8
O=C1C(Cl)=C(N2CCN(Cc3ccccc3)CC2)C(=O)N1c1ccccc1	6	1.2	-6	7	7	-6	0.9	1.1	-10
O=C(CSc1nnnn1-c1ccccc1)Nc1nc(-c2ccccc2)ns1	31	1.2	9	0	-2	10	0.7	0.9	-10
Cc1nn(C(C)C(=O)N2CCc3ccccc3C2)c(=O)c2cc3occc3n12 (stereo unspecified)	4	1.6	52*	/	/	/	1	0.5	/
Nc1nnc(SCCN2C(=O)c3ccccc3C2=O)s1	-8	1.1	-17	1	7	-3	1.1	1.2	-8
CN1CCN(Cc2nc(N)nc(Nc3ccc4c(c3)OCCO4)n2)CC1	-3	1.1	0	8	7	11	1	1	-21
CCCOc1cccc(C2/C(=C(/O)c3ccccc3)C(=O)C(=O)N2CCN(C)C)c1 (stereo unspecified)	17	1.7	5	3	4	-35	0.8	1	-7
Cc1ccc2cc3c(NC(=O)c4cccnc4)nn(C)c3nc2c1	11	1.1	12	/	/	/	0.9	0.9	/
Cc1ccc(CN(C#N)c2nc(C)cc(C)n2)cc1	-52	0.8	44	-2	1	-6	1.5	0.6	-8
Cc1cc(-c2n[nH]c(=S)o2)c(C)n1-c1ccccc1	25	1.1	6	2	2	16	0.8	0.9	-5
CN(C)CCCNC1=CC(=O)OC12CCCCC2	/	/	/	6	10	0	/	/	-6
Cc1ccn2c(NC3CCCCC3)c(C(C)C)nc2c1	/	/	/	-6	3	-7	/	/	-18
CCCCNC(=O)c1onc(CSc2ccccc2)c1C(=O)O	57*	0.9	19	-1	5	-3	0.4	0.8	-2
N#CC1=C(SCC(=O)c2ccc(Br)cc2)NC2=C(C(=O)CCC2)C1c1ccco1 (stereo unspecified)	99*	1.3	99*	/	/	/	0	0	/
O=C(NCCN1CCOCC1)c1ccc(CS(=O)(=O)Cc2ccccc2F)o1	1	1.4	5	3	6	18	1	0.9	-10
CCOC(=O)Cn1nnnc1CN(Cc1ccccc1)Cc1cc2cc(CC)ccc2[nH]c1=O	62*	1.6	48	/	/	/	0.4	0.5	/
Cc1ccc(-c2noc(CCC(=O)NCCN3CCN(Cc4ccccc4)CC3)n2)cc1	62*	1.7	51*	9	14	-29	0.4	0.5	-12
COC(=O)c1[nH]c2ccc(C)cc2c1NC(=O)CN1CCc2cc(OC)c(OC)cc2C1	81*	1.6	67*	5	6	-4	0.2	0.3	-15
Nc1cc(OC(=O)c2cccs2)nn1S(=O)(=O)c1ccccc1	40	0.9	13	-1	2	8	0.6	0.9	-7
CCOc1ccccc1-c1nc2c([nH]1)c(=O)n(C)c(=O)n2C	1	1	-14	0	-2	-1	1	1.1	4
CC(C)(C)N=C1SCC(C)(/C=N/O)S1 (stereo unspecified)	-10	0.9	4	-8	1	7	1.1	1	-7
CCSc1nnc(NC(=O)CSc2nc(CC)nc3c2c(=O)n(C)c(=O)n3C)s1	28	0.9	29	0	9	10	0.7	0.7	-15
COc1cccc(NC(=O)CN(C)S(=O)(=O)c2ccc(C)cc2)c1	19	0.9	79*	/	/	/	0.8	0.2	/
Cc1csc(N(C(=O)c2cccc(S(=O)(=O)N(C)C)c2)c2ccccc2)n1	0	1.4	11	3	4	-13	1	0.9	-9
Cc1ccc(C2c3c(oc4cc(C)c(C)cc4c3=O)C(=O)N2CCCN2CCOCC2)cc1 (stereo unspecified)	16	1.4	0	/	/	/	0.8	1	/

Screening data as filed in PubChem BioAssay.
